Source: PubChem BioAssay
RNase H inhibition – RNase H inhibition, HIV 1 Gag Pol polyprotein, FRET biochemical assay, screening (AID 372) | HIV-1 RT RNase H, FRET RNA/DNA substrate fluorescence; higher % means a stronger effect | inhibition, % at 10 µM; hits with a dose series show IC50 in µM | 0.77% of 100,000 active; in the data active means inhibition above about 50%
An asterisk follows results filed as active.

| canonical_smiles | RNase H inhibition |
| --- | --- |
| Cc1ccccc1CN1CCN(Cc2ccc(F)cc2)CC1 | 2% |
| Nc1c2c(nc3sc4c(c13)CCCC4)CCCCC2 | 2% |
| O=C1NC(=O)C(=Cc2cc(Cl)c(O)c(Cl)c2)C(=O)N1 | 9% |
| COC(=O)C1CN1Cc1cccnc1 (stereo not drawn) | 12% |
| Cc1cccc(CN2CCN(C(=O)COc3ccc(Cl)cc3)CC2)c1 | 15% |
| Nc1cnn(-c2ccccc2)c(=O)c1Cl | 0% |
| CCCCn1c(=O)c(C(=O)NCc2ccccc2F)c(O)c2ccccc21 | 24% |
| COc1ccc(Br)cc1CN1CCN(c2ccccc2OC)CC1 | 10% |
| O=C1NC(=S)N(c2cccc(Br)c2)C(=O)/C1=C/c1cccs1 | 14% |
| CC(Cc1ccccc1)NC(=O)NC(=O)Cc1ccccc1 (stereo not drawn) | 41% |

Six entries from above, arranged by number of heavy atoms, low to high.
| canonical_smiles | RNase H inhibition |
| --- | --- |
| COC(=O)C1CN1Cc1cccnc1 (stereo not drawn) | 12% |
| Nc1cnn(-c2ccccc2)c(=O)c1Cl | 0% |
| Nc1c2c(nc3sc4c(c13)CCCC4)CCCCC2 | 2% |
| Cc1ccccc1CN1CCN(Cc2ccc(F)cc2)CC1 | 2% |
| COc1ccc(Br)cc1CN1CCN(c2ccccc2OC)CC1 | 10% |
| Cc1cccc(CN2CCN(C(=O)COc3ccc(Cl)cc3)CC2)c1 | 15% |

(list continues)
| canonical_smiles | RNase H inhibition |
| --- | --- |
| CC(/C=C/c1c[nH]c2ccccc12)=N/O | 15% |
| COc1cc(CN2CCNCC2)cc(OC)c1OC | 7% |
| CN1C(=O)C(=Cc2ccc(N3CCCCCC3)o2)C(=O)N(C)C1=S | 26% |
| CC(C)(C)c1ccc(OCCOc2ccccc2C=C2C(=O)NC(=O)NC2=O)cc1 | 22% |
| COc1cccc(CCNCc2cc(OC)c(OC)cc2[N+](=O)[O-])c1 | 6% |
| O=C1NC(=S)NC(=O)C1=Cc1ccc(-c2ccc(Cl)cc2)o1 | 4% |
| Clc1ccccc1CNCCc1c[nH]c2ccccc12 | 4% |
| O=C(Nc1cccc(OC(=O)N2CCOCC2)c1)N1CCOCC1 | 17% |
| O=[N+]([O-])c1ccc(NCC(O)c2ccccc2)c2ncccc12 (stereo not drawn) | 17% |
| COc1ccc(N2CCN(Cc3ccc(F)c(Br)c3)CC2)cc1 | 7% |
| COc1ccc(N2C(=O)NC(=O)/C(=C/c3cc4c(cc3Cl)OCO4)C2=O)cc1 | 4% |
| O=C(Cn1c[n+]([N-][N+](=O)[O-])cn1)Nc1ccc([N+](=O)[O-])cc1 | 3% |
| O=[N+]([O-])N(CCCCN(CN1CCOCC1)[N+](=O)[O-])CN1CCOCC1 | 0% |
| O=C(COc1ccc2ccccc2c1)N1CCN(Cc2ccc([N+](=O)[O-])cc2)CC1 | 13% |
| Cc1ccc(OCC(=O)N2CCN(C)CC2)c(Br)c1 | 1% |
| C=CCc1cc(/C=C2\C(=O)NC(=O)N(c3cc(C)cc(C)c3)C2=O)cc(OCC)c1O | 11% |
| CN1C(=O)C(=Cc2cccs2)C(=O)N(C)C1=O | 0% |
| CCOC(=O)c1ccc(-c2ccc(C=C3C(=O)NC(=S)NC3=O)o2)cc1 | 10% |
| Cc1cc(C=C2C(=O)NC(=S)NC2=O)c(C)n1-c1ccc(Cl)cc1 | 15% |
| CCOc1ccccc1N1CCN(Cc2cccc(F)c2)CC1 | 8% |

Looked up one by one from above:
| canonical_smiles | RNase H inhibition |
| --- | --- |
| O=C(Cn1c[n+]([N-][N+](=O)[O-])cn1)Nc1ccc([N+](=O)[O-])cc1 | 3% |
| C=CCc1cc(/C=C2\C(=O)NC(=O)N(c3cc(C)cc(C)c3)C2=O)cc(OCC)c1O | 11% |
| CCOC(=O)c1ccc(-c2ccc(C=C3C(=O)NC(=S)NC3=O)o2)cc1 | 10% |

The listing continues.
| canonical_smiles | RNase H inhibition |
| --- | --- |
| COCCOC(=O)C1CN1C(Cc1ccccc1)C(=O)OC (stereo not drawn) | 3% |
| O=C(O)COc1c(Cl)cc(C=C2C(=O)NC(=O)NC2=O)cc1Cl | 17% |
| O=[N+]([O-])c1cccc(CN2CCN(Cc3cccc(Cl)c3)CC2)c1 | 15% |
| O=c1c2ccccc2nc(/C=C/c2ccccc2)n1-c1ccccc1[N+](=O)[O-] | 29% |
| Cc1cccc(-n2c(CN3C(=O)c4ccccc4C3=O)nc3ccccc3c2=O)c1 | 2% |
| O=C(CCN1CCOCC1)Nc1ccc(Br)cc1C(=O)c1ccccc1 | 0% |
| O=C(CF)NC(Nc1ccc(Br)cc1)C(Cl)(Cl)Cl (stereo not drawn) | 2% |
| COc1ccc(O)c(CN2CCN(Cc3ccccc3Cl)CC2)c1 | 0% |
| COc1cccc(N2C(=O)/C(=C/c3ccsc3)C(=O)NC2=S)c1 | 10% |
| CC1CN(c2ccc(Cl)cc2[N+](=O)[O-])CC(C)N1 (stereo not drawn) | 0% |
| Cc1cccc(-n2c(/C=C3/C(=O)Nc4ccc(C)cc43)nc3ccccc3c2=O)c1 | 5% |
| CCOC(=O)C1=C(N)OC(C)=C(C(=O)OC)C12C(=O)Nc1ccccc12 (stereo not drawn) | 19% |
| COc1cccc(CN2CCNCC2)c1 | 3% |
| Cc1ccccc1-n1c(C=C2C(=O)N(C)c3ccccc32)nc2ccccc2c1=O | 18% |
| C/C(=C\c1ccc(Cl)cc1Cl)[N+](=O)[O-] | 51%* |
| CCCC1C(=O)NC(=S)N(c2ccccc2)C1=O (stereo not drawn) | 0% |
| N#CC1=C(N)Oc2c(c(=O)oc3ccccc23)C1c1ccc(F)cc1 (stereo not drawn) | 3% |
| FC(F)(F)c1cccc(CN2CCN(c3ccccc3Cl)CC2)c1 | 6% |
| COc1cc(CN2CCN(c3cccc(Cl)c3)CC2)cc(Br)c1O | 12% |
| CCOP(=O)(OCC)C1(O)C(=O)Nc2ccc(Br)cc21 (stereo not drawn) | 4% |

In the list so far, 13 have nitrogen in an aromatic ring.
| canonical_smiles | RNase H inhibition |
| --- | --- |
| Nc1c2c(nc3sc4c(c13)CCCC4)CCCCC2 | 2% |
| COC(=O)C1CN1Cc1cccnc1 (stereo not drawn) | 12% |
| Nc1cnn(-c2ccccc2)c(=O)c1Cl | 0% |
| CCCCn1c(=O)c(C(=O)NCc2ccccc2F)c(O)c2ccccc21 | 24% |
| CC(/C=C/c1c[nH]c2ccccc12)=N/O | 15% |
| Clc1ccccc1CNCCc1c[nH]c2ccccc12 | 4% |
| O=[N+]([O-])c1ccc(NCC(O)c2ccccc2)c2ncccc12 (stereo not drawn) | 17% |
| O=C(Cn1c[n+]([N-][N+](=O)[O-])cn1)Nc1ccc([N+](=O)[O-])cc1 | 3% |
| Cc1cc(C=C2C(=O)NC(=S)NC2=O)c(C)n1-c1ccc(Cl)cc1 | 15% |
| O=c1c2ccccc2nc(/C=C/c2ccccc2)n1-c1ccccc1[N+](=O)[O-] | 29% |
| Cc1cccc(-n2c(CN3C(=O)c4ccccc4C3=O)nc3ccccc3c2=O)c1 | 2% |
| Cc1cccc(-n2c(/C=C3/C(=O)Nc4ccc(C)cc43)nc3ccccc3c2=O)c1 | 5% |
| Cc1ccccc1-n1c(C=C2C(=O)N(C)c3ccccc32)nc2ccccc2c1=O | 18% |

(next part)
| canonical_smiles | RNase H inhibition |
| --- | --- |
| Cc1cc(C)cc(N2C(=O)NC(=O)/C(=C\c3cccn3-c3ccccc3)C2=O)c1 | 28% |
| C=CCOC(=O)C1=C(C)OC(N)=C(C#N)C12C(=O)Nc1ccc([N+](=O)[O-])cc12 (stereo not drawn) | 0% |
| O=[N+]([O-])c1ccc(Cl)c(N2CCNCC2)c1 | 7% |
| CC1=NN(c2ccccc2)C(=O)/C1=C/c1c(O)[nH]c(=O)[nH]c1=O | 4% |
| CC1(C)N=C(c2cccnc2)N(O)C1(O)c1ccccc1 (stereo not drawn) | 0% |
| CCC1(CC)C(=O)N(Cc2ccccc2)C(=O)N(Cc2ccccc2)C1=O | 1% |
| C=CCN1C(=O)NC(=O)/C(=C\c2cccc([N+](=O)[O-])c2)C1=O | 8% |
| Cc1cc(/C=C2\C(=O)NC(=O)N(c3ccc(Br)cc3)C2=O)c(C)n1C | 4% |
| O=C(CNC(=O)OCc1ccccc1)Nc1ccc(Br)cc1C(=O)c1ccccc1 | 9% |
| CN1C(=O)CN=C(c2ccccc2)c2cc(Br)ccc21 | 8% |
| CCCCCn1c(=O)c(C(=O)Nc2cc([N+](=O)[O-])ccc2O)c(O)c2ccccc21 | 6% |
| Cc1ccccc1C(=O)Nc1cc(Cl)c([N+](=O)[O-])cc1Cl | 9% |
| CC1(C)C(=O)N(c2ccccc2)C(=O)N(c2ccccc2)C1=O | 0% |
| CCN(CC)c1ccc(/C=C2/C(=O)NC(=S)N(c3ccccc3C)C2=O)cc1 | 20% |
| O=c1c2ccccc2nc(-c2ccc(Cl)cc2Cl)n1-c1ccc(Br)cn1 | 4% |
| N\C(=N/N=C/C=C/c1ccccc1)N[N+](=O)[O-] | 2% |
| CCN(CC)C(=O)c1ccc(NC(C)=O)cc1 | 9% |
| COc1ccc(CN2CCNCC2)cc1OC | 8% |
| Cc1ccc(C)c(N2CCN(Cc3ccc(F)cc3)CC2)c1 | 3% |
| COc1cc(CN2CCN(Cc3ccccc3)CC2)ccc1O | 3% |

> O=c1c2ccccc2[nH]c(=S)n1-c1ccccc1
  RNase H inhibition: 0%

> Cc1ccc(CN2CCN(c3cccc(C)c3C)CC2)cc1
  RNase H inhibition: 4%

> CCC(C)N=Cc1c(O)[nH]c(=O)[nH]c1=O (stereo not drawn)
  RNase H inhibition: 0%

> Cc1cccc(N2C(=O)NC(=O)C(=Cc3ccco3)C2=O)c1
  RNase H inhibition: 9%

> O=C1NC(=O)C(=Cc2ccc(N3CCOCC3)c([N+](=O)[O-])c2)C(=O)N1
  RNase H inhibition: 0%

> O=C1NC(=S)NC(=O)C1=Cc1cccc2ccccc12
  RNase H inhibition: 29%

> O=C1NC(=O)C(=Cc2ccc(-c3ccccc3C(=O)O)o2)C(=O)N1
  RNase H inhibition: 17%

> N#Cc1ccc(NC(=O)c2ccc(Cl)c(Cl)c2)cc1Cl
  RNase H inhibition: 15%

> Cc1ccc(C=C2C(=O)N(C)C(=O)N(C)C2=O)o1
  RNase H inhibition: 0%

> COc1cc(CNCCc2cccc(Cl)c2)c([N+](=O)[O-])cc1OC
  RNase H inhibition: 0%

> C=CCc1cc(/C=C2\C(=O)NC(=O)N(c3ccc(C)c(C)c3)C2=O)cc(OC)c1O
  RNase H inhibition: 11%

> CCCCOP(=O)(CC(N)=O)OCCCC
  RNase H inhibition: 5%

> CN(C)c1ccc(C=C2C(=O)NC(=S)N(c3ccccc3F)C2=O)cc1
  RNase H inhibition: 0%

> O=C(COc1ccc(Cl)cc1)N1CCN(Cc2cccc([N+](=O)[O-])c2)CC1
  RNase H inhibition: 2%

> Cc1cccc(-n2c(CN3C(=O)c4ccccc4C3=O)nc3ccccc3c2=O)n1
  RNase H inhibition: 0%

> Cc1ccc(N2C(=O)/C(=C\C=C\c3ccco3)C(=O)NC2=S)cc1
  RNase H inhibition: 13%

> c1ccc2c(CNC34CC5CC(CC(C5)C3)C4)c[nH]c2c1
  RNase H inhibition: 18%

> COc1cc(OC)c(/C=C2/C(=O)NC(=S)N(c3ccc(Cl)cc3)C2=O)c(OC)c1
  RNase H inhibition: 12%

> CCCCn1c(=O)c(C(=O)Nc2nc(-c3ccc(Br)cc3)cs2)c(O)c2ccccc21
  RNase H inhibition: 41%

> O=C(Nc1ccc(Cl)cc1C(=O)c1ccccc1)c1ccc([N+](=O)[O-])cc1
  RNase H inhibition: 16%

> COc1ccc(N2CCN(Cc3ccc(OC)c(O)c3)CC2)cc1
  RNase H inhibition: 15%

> CCN1CCC(N2CCCCCCC2)CC1
  RNase H inhibition: 30%

> Cc1ccccc1C=C1C(=O)N(C)C(=S)N(C)C1=O
  RNase H inhibition: 11%

> Cc1ccc(N2CCN(Cc3ccc(F)cc3)CC2)cc1
  RNase H inhibition: 24%

> COc1cc(CNCCc2c[nH]c3ccccc23)cc(OC)c1O
  RNase H inhibition: 0%

> O=c1c2ccccc2nc(/C=C/c2ccc([N+](=O)[O-])cc2)n1-c1ccccc1O
  RNase H inhibition: 20%

> CCN1CCN(Cc2cc(I)c(O)c(OC)c2)CC1
  RNase H inhibition: 10%

> O=C(c1ccc(-c2ccccc2)cc1)N1CCN(c2cccc(Cl)c2)CC1
  RNase H inhibition: 26%

> CCOC(=O)C1=C(N)OC2=C(C(=O)CC(C)(C)C2)C12C(=O)Nc1ccccc12 (stereo not drawn)
  RNase H inhibition: 0%

> COc1cc(CN2CCN(C(=O)Cc3ccccc3)CC2)cc(OC)c1O
  RNase H inhibition: 0%

> CCC1(c2ccccc2)C(=O)NC(=O)N(C(=O)c2ccccc2Br)C1=O (stereo not drawn)
  RNase H inhibition: 4%

> O=c1c2ccccc2nc(-c2ccccc2)n1-c1ccc(Br)cn1
  RNase H inhibition: 4%

> O=c1c2ccccc2nc(/C=C/c2ccccc2F)n1-c1ccccc1
  RNase H inhibition: 3%

> O=c1c2ccccc2nc(-c2cccs2)n1-c1cnccn1
  RNase H inhibition: 9%

> Cc1ccc(C)c(N2CCN(Cc3ccc(Cl)cc3)CC2)c1
  RNase H inhibition: 0%

> O=C(Nc1ccc(Cl)cc1C(=O)c1ccccc1)c1cncc(Br)c1
  RNase H inhibition: 12%

> CC(C)C(=O)N1N=C(c2cccnc2)CC1(O)C(F)(F)F (stereo not drawn)
  RNase H inhibition: 15%

> C=CCN1C(=O)/C(=C\c2cccs2)C(=O)NC1=S
  RNase H inhibition: 7%

> COc1ccccc1CN1CCN(Cc2cccc(Br)c2)CC1
  RNase H inhibition: 1%

> O=C(O)Cn1cc(/C=C2\C(=O)NC(=O)N(c3ccc(Cl)cc3)C2=O)c2ccccc21
  RNase H inhibition: 26%

> Cc1ccccc1-n1c(CN2C(=O)c3ccccc3C2=O)nc2ccccc2c1=O
  RNase H inhibition: 13%

> O=C(Nc1ccc(Cl)cc1C(=O)c1ccccc1)c1ccc(S(=O)(=O)N2CCOCC2)cc1
  RNase H inhibition: 24%

> CCSc1nc2ccccc2c(=O)n1-c1ccccc1
  RNase H inhibition: 23%

> CCC1(C)CC(CCNCc2ccc(OC)cc2)(c2ccc(OC)cc2)CCO1 (stereo not drawn)
  RNase H inhibition: 9%

> O=C1/C(=C/c2ccc(O)cc2)N2CCC1CC2
  RNase H inhibition: 2%

Only part of the results is shown, so the mix of outcomes need not match the whole.
